M. tuberculosis GlmU – inhibition of mycobacterial GlmU enzyme – biochemical, glucosamine-1-phosphate acetyltransferase (AID 1376); M. tuberculosis GlmU acetyltransferase enzyme assay; higher % means a stronger effect; inhibition, %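 (tested at 30 µM in the primary screen)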, or IC50 in µM where a hit was titrated; 220,000 compounds, 0.25% hits; in the data active = inhibition above about 13%;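 also: 0% = complete reaction with vehicle and 100% = reaction without substrate; strong numbers were not always called active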
Mtb RmlCD inh – M. tuberculosis RmlC/RmlD inhibition | RmlC+RmlD coupled enzyme assay, percent inhibition; primary screen in compound mixtures | inhibition, % at 3.6 µM | 160,000 compounds, 0.03% hits; in the data active = inhibition mostly above about 34%, no sharp cut-off; also: some results filed as inactive read as strong as hits
Target sequence (P9WH09 whole entry, looked up): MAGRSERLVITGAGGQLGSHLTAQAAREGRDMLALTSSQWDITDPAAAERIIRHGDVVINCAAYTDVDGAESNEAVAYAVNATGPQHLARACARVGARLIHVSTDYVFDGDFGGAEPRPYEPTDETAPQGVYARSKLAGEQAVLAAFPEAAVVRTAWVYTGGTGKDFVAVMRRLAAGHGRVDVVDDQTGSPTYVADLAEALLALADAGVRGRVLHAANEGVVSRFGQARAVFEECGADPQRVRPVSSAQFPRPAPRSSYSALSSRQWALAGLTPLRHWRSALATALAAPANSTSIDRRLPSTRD
Target sequence (P9WH11 whole entry, looked up): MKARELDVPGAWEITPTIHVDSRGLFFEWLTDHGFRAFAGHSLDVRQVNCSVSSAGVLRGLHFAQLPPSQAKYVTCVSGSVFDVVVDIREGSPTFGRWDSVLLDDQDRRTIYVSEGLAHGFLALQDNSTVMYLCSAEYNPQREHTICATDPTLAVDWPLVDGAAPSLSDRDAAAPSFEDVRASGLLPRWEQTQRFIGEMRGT
Numbers without * were called inactive; x = not tested or not shown.

mol | M. tuberculosis GlmU | Mtb RmlCD inh
Cc1cc(C)cc(N2C(=O)CC(N3CCOCC3)C2=O)c1 (stereo unspecified) | -2.1% | 2
Cn1c(NC(=O)c2ccco2)c(-c2ccccc2)c(=O)c2ccccc21 | -6.3% | x
CCO/N=C(\C)c1c(O)c(CC)c(-c2ccccc2)n(-c2ccccc2)c1=O | 2.3% | x
COC(=O)c1ccc(NC(=S)NC(=O)c2c(Cl)cnn2C)cc1 | -2.3% | -6
CCC(CC)C(=O)Nc1cccc(SC)c1 | -5.1% | -11
CCNc1ccc(Br)cc(C(=O)/C=C/c2c(Cl)cccc2Cl)c1=O | 11% | x
O=S(=O)(c1ccc2c(c1)OCCO2)N1CCN(Cc2ccc3c(c2)OCO3)CC1 | 0.6% | x
Cc1ccc(NC(=O)NCc2ccccn2)cc1 | -3.3% | 8
O=C(O)CC(CC(=O)Nc1ccccc1C(=O)O)c1ccccc1 (stereo unspecified) | 2.3% | 9
COc1ccc(OC)c(-n2c(SCC(N)=O)nnc2-c2c[nH]c3ccccc23)c1 | -1.0% | 7
O=[N+]([O-])c1ccc2nc(-[n+]3c(-c4ccccc4)cc(-c4ccccc4)cc3-c3ccccc3)[nH]c2c1 | -1.5% | x
Cc1onc(-c2c(Cl)cccc2Cl)c1C(=O)ONC(=O)c1cc(C(F)(F)F)cc(C(F)(F)F)c1 | -1.1% | -5
O=C(CSc1ccc(Cl)cc1)NC(=O)NCc1ccco1 | 2.5% | -2
O=C(O)/C=C/c1cnc[nH]1 | 2.9% | x
CCn1ncc(Br)c1C(=O)Nc1cc(C(=O)OC)ccc1C(=O)OC | -0.4% | 55
Nn1c(Nc2ccccc2)nc2sc3c(c2c1=O)CCC3 | 8.1% | -2
Cc1ccc(C(=O)NCCSc2c(C)[nH]c3ccccc23)cc1[N+](=O)[O-] | -0.2% | x
CCOc1ccccc1N1CCN(C(=O)COc2ccc3c(C)cc(=O)oc3c2)CC1 | -5.2% | -4
CCN1CCc2nc(NC(=O)CC(c3ccccc3)c3ccccc3)sc2C1 | -9.7% | x
CCOC(=O)N1CCN(C(=O)CSc2ccc(-c3ccc(OC)cc3)nn2)CC1 | 1.1% | -9
CC(C)COC(=O)C1[C@H]2C(=O)N(Cc3cccs3)C[C@]23C=C[C@H]1O3 (stereo partly specified) | -2.9% | x
Cc1ccc(CCNC(=O)Cn2cccc2)cc1 | -3.1% | 18
CCOCCC(=O)Nc1cc(Cl)ccc1OC | 2.8% | 11
O=C(CCC(=O)c1cccs1)NC(c1ccccc1)c1ccccc1 | 4.1% | x
COc1cc(S(N)(=O)=O)c(OC)cc1N | 5.8% | x

Entries above containing an aryl thioether with sulfur outside any ring, in the order listed:
mol | M. tuberculosis GlmU | Mtb RmlCD inh
CCC(CC)C(=O)Nc1cccc(SC)c1 | -5.1% | -11
COc1ccc(OC)c(-n2c(SCC(N)=O)nnc2-c2c[nH]c3ccccc23)c1 | -1.0% | 7
O=C(CSc1ccc(Cl)cc1)NC(=O)NCc1ccco1 | 2.5% | -2
Cc1ccc(C(=O)NCCSc2c(C)[nH]c3ccccc23)cc1[N+](=O)[O-] | -0.2% | x
CCOC(=O)N1CCN(C(=O)CSc2ccc(-c3ccc(OC)cc3)nn2)CC1 | 1.1% | -9

A run of entries taken from the entries so far, as a working copy:
mol | M. tuberculosis GlmU | Mtb RmlCD inh
CC(C)COC(=O)C1[C@H]2C(=O)N(Cc3cccs3)C[C@]23C=C[C@H]1O3 (stereo partly specified) | -2.9% | x
Cc1ccc(CCNC(=O)Cn2cccc2)cc1 | -3.1% | 18
CCOCCC(=O)Nc1cc(Cl)ccc1OC | 2.8% | 11
O=C(CCC(=O)c1cccs1)NC(c1ccccc1)c1ccccc1 | 4.1% | x
COc1cc(S(N)(=O)=O)c(OC)cc1N | 5.8% | x

The listing picks up with the two entries that preceded the break.
mol | M. tuberculosis GlmU | Mtb RmlCD inh
O=C(CCC(=O)c1cccs1)NC(c1ccccc1)c1ccccc1 | 4.1% | x
COc1cc(S(N)(=O)=O)c(OC)cc1N | 5.8% | x
C=CC(O)Cc1c(C)n[nH]c1C (stereo unspecified) | 1.3% | 3
CCOC(=O)N1CCN(C(=S)NCCOC)CC1 | -0.9% | x
O=C(NN1C(=O)/C(=C/c2cccs2)SC1=S)c1ccccc1 | 0.6% | -4
CC(C)CNC(=O)NC(=O)CSc1nc2ccccc2n1CC(C)C | -5.6% | -6
NC(=O)c1ccc(C(F)(F)F)cn1 | -6.6% | -12
Cn1c(CCNC(=O)c2ccccc2)nc2cc(NC(=O)c3ccco3)ccc21 | -0.8% | -9
Cc1ccc(CSc2nnc(-c3ccccc3N)c(=O)[nH]2)cc1 | -1.1% | x
O=C(Cn1c(=O)oc2cc(S(=O)(=O)N3CCCC3)ccc21)NCc1ccccn1 | 1.3% | -3
Cc1ccc2cc(CCNC(=O)CC(C)(C)C)c(=O)[nH]c2c1C | 3.2% | x
COc1ccc(OC)c(-c2nnc(-c3ccc(C)o3)o2)c1 | 1.8% | 33
Cn1cc(CC(=O)NCCCN2CCOCC2)c2ccccc21 | -5.8% | -6
CCOC(=O)CSc1nnc(-c2ccco2)n1-c1ccccc1 | 7.5% | x
CSc1ccccc1NC(=O)Nc1cccc(Cl)c1C | -9.2% | 7
CCOC(=O)N1CCC(NC(=O)c2ccc(CS(=O)(=O)c3ccccc3C)o2)CC1 | -0.8% | -3
O=C(CCc1ccccc1)Nc1cc(C(F)(F)F)ccc1Cl | -1.4% | -7
O=C(Nc1ccc(C(=O)O)cc1)/C(=C\c1ccco1)NC(=O)c1ccccc1 | 2.3% | x
Cc1sc2nc(CSc3ncn[nH]3)[nH]c(=O)c2c1C | 1.5% | 3
COc1ccccc1N(CC(=O)NCc1ccc(F)cc1)C(=O)CCC(=O)Nc1ccccn1 | 5.1% | 11
CC(C)Nc1nc(NC(C)(C)C)nc(Oc2ccc(=O)n(C)n2)n1 | -1.0% | -5
COc1ccc(C(c2sc3nc(C)nn3c2O)N2CC(C)OC(C)C2)cc1OC (stereo unspecified) | -1.8% | x
CC(C)=CC(=O)OCC(=O)Nc1ncc(Cl)c(C)c1Cl | 4.6% | -2
O=C(O)/C=C/C(=O)NCc1cn(-c2ccccc2)nc1-c1cccc(Br)c1 | -1.1% | -2
O=C(CSc1nc2ccccc2c(=O)n1NC(=O)c1ccccc1)c1ccccc1 | 5.4% | 1
COc1cccc(NC(=O)C(=O)N/N=C/c2cc(C)n(-c3ccc(Cl)c(Cl)c3)c2C)c1 | 5.1% | -7
CC1CCN(S(=O)(=O)c2ccc(NC(=S)NC(=O)c3ccc(Cl)cc3)cc2)CC1 | -0.6% | x

The list goes on:
mol | M. tuberculosis GlmU | Mtb RmlCD inh
C#CCNc1c(C)c(C)nc2ncnn12 | -0.6% | 6
COc1ccc(Nc2ccccc2)c(C)c1 | -2.8% | 11
Clc1ccc(-c2nc3ncccn3c2Nc2ccc3c(c2)OCCO3)cc1 | -0.5% | x
CC(C)=CCC12Oc3cc(O)ccc3C1(O)Oc1cc(O)c([C@H]3C=C(C)CC(c4ccc(O)cc4O)[C@H]3C(=O)c3ccc(O)cc3O)c(O)c1C2=O (stereo partly specified) | 0.3% | x
CC(C)(C)N(NC(=O)Nc1ccccc1)C(=O)c1ccccc1Cl | 0.7% | 3
CCCN=C1CC(C)(C)CC(=O)/C1=C(/O)CCCN1C(=O)c2ccccc2C1=O | 2.6% | -6
CC(=O)c1ccc2c(c1)OCO2 | -1.1% | 7
CS(=O)(=O)N1CCN(c2ccccc2NC(=O)c2cccnc2Cl)CC1 | 3.1% | -8
COc1ccc(C(=O)N/C(=C\c2ccco2)C(=O)NCc2cccnc2)cc1 | 2.6% | -11
C=CCN1C(=O)C(CCCC)NC1=S (stereo unspecified) | 0.4% | x
COc1cc(OC)c(C(=O)/C=C/c2ccccc2)c(O)c1O | -1.8% | x
CCCCNc1c2c3c(cccc3n(C)c1=O)C(=O)c1ccccc1-2 | -5.0% | -4
C=CCNC(=O)c1cc2nc(C3CC3)cc(C(F)F)n2n1 | 4.1% | x
CSc1ncc(CN2CCc3c([nH]c4ccccc34)C2c2cccc(O)c2)cn1 (stereo unspecified) | -3.1% | 13
Cc1cc[n+](CCC(=O)O)c2ccccc12 | 1.0% | -7
C=CCNC(=S)N1CCN(CCN=CC2=C(O)CC(c3ccc(Cl)cc3)CC2=O)CC1 (stereo unspecified) | 3.5% | 2
Cc1noc(C)c1CSc1nnc(-c2ccccc2)o1 | -2.8% | 14
Cc1cccc(OCc2nnc(SCC(=O)N3c4ccccc4CC3C)n2C)c1C (stereo unspecified) | -4.6% | x
CC1CCN(C2=NC(=O)/C(=C/c3cn(-c4ccccc4)nc3-c3cccc(S(=O)(=O)N(C)C)c3)S2)CC1 | 4.9% | -13
CCC(c1nnc(SCC(=O)N2CC(=O)Nc3ccccc32)n1Cc1ccccc1)N(C)C (stereo unspecified) | 0.3% | x
CC1(C)CC(N(CCc2ccccc2)Cc2ccccc2)CCO1 (stereo unspecified) | -4.0% | 2
CNc1n[nH]c(=S)s1 | 4.3% | -5
C[C@@H](C(=O)N1CCNCC1)n1cc(CCC(=O)O)nn1 | 0.0% | x
CCOc1ccc(C2C(C#N)=C(N)Oc3cc(C)[nH]c(=O)c32)cc1OC (stereo unspecified) | 0.9% | -11
Cc1c(Br)c([N+](=O)[O-])nn1CC(=O)Nc1ccccn1 | -4.4% | x

(listing goes on)
mol | M. tuberculosis GlmU | Mtb RmlCD inh
Cc1ccc(C(=O)Nc2ccc3c(c2)OCO3)cc1 | -0.6% | x
COCCN(C(=S)Nc1ccc(C)cc1)C(C)c1cccnc1 (stereo unspecified) | -4.2% | -10
Cc1ccc(NC(=S)c2ccccc2)cc1 | 1.8% | x
CCOC(=O)N1CCN(C(=O)CSc2ccc(-c3cccnc3)nn2)CC1 | 3.0% | 6
Cc1ccc(C)c(NC(=O)c2cc(=O)c3ccccc3o2)c1 | 2.3% | 9
O=c1cc(-c2ccccc2F)oc2ccccc12 | 2.0% | x
CCCCCn1c(SCC(=O)OC)nc2c1c(=O)[nH]c(=O)n2C | 5.3% | -5
O=C(O)c1csc(-c2cccs2)n1 | -4.2% | 8
O=C1N(Cc2cccnc2)C[C@@H]2C[C@@H](c3ccccc3C#Cc3ccccc3)N3CCC[C@@]123 | 2.0% | -11
O=[N+]([O-])c1ccccc1S(=O)(=O)NCc1ccc(F)cc1 | 6.2% | x
O=C(c1cc2nc(-c3ccco3)cc(C(F)(F)F)n2n1)N1CCN(Cc2ccccc2)CC1 | 3.3% | -4
COc1ccccc1N1C(=N)S/C(=C\c2ccc(-c3ccccc3C(=O)O)o2)C1=O | 8.5% | -5
Cc1ccc(C#CC[N+](C)(C)CC#Cc2ccccc2)cc1 | 0.7% | x
CCC1(C)C2(C#N)C(N)=NC(OC)(OC)C12C#N (stereo unspecified) | 0.4% | 18
O=C(Nc1ccc2nn(-c3ccccc3)nc2c1)c1ccc(Br)o1 | 2.9% | 47
O=C(ONC1=NCCCCC1)c1cccc([N+](=O)[O-])c1 | 1.8% | -10
Cc1ccc(SCc2ccc(C(=O)Nc3ccccc3Br)cc2)cc1 | -1.2% | 11
CCC(C)(C)n1nnnc1C(c1ccc(O)c(OC)c1)N1CCN(c2nc3ccccc3s2)CC1 (stereo unspecified) | 4.8% | -4
Cc1ccc(CNC(=O)Nc2cccs2)cc1 | -2.0% | x
Cc1ccc(S(=O)(=O)NCC2NCCc3ccccc32)cc1 (stereo unspecified) | -2.3% | -5
Cc1ccc(NC(=O)C(=O)NCc2ccc(/C=N/NC(=O)c3c(C)nc4cc(C)ccn34)o2)cc1 | -8.6% | 9
COc1cc(C2OC(c3cc(OC)c(OC)c(OC)c3)C(C)C2C)cc(OC)c1OC (stereo unspecified) | 0.1% | -8
Cc1ccc(C(=O)c2cc(C)sc2N)cc1 | -0.3% | 7
Cc1ccc(Sc2nnc(Cc3ccccc3)c3ccccc23)cc1 | 1.4% | x
C=CCn1c(O)c(N=NC(=O)CNC(=O)c2ccco2)c2ccccc21 | 6.1% | -13

Of the compounds above, these have two or more sulfur atoms.
mol | M. tuberculosis GlmU | Mtb RmlCD inh
O=C(NN1C(=O)/C(=C/c2cccs2)SC1=S)c1ccccc1 | 0.6% | -4
Cc1sc2nc(CSc3ncn[nH]3)[nH]c(=O)c2c1C | 1.5% | 3
CC1CCN(S(=O)(=O)c2ccc(NC(=S)NC(=O)c3ccc(Cl)cc3)cc2)CC1 | -0.6% | x
CC1CCN(C2=NC(=O)/C(=C/c3cn(-c4ccccc4)nc3-c3cccc(S(=O)(=O)N(C)C)c3)S2)CC1 | 4.9% | -13
CNc1n[nH]c(=S)s1 | 4.3% | -5
O=C(O)c1csc(-c2cccs2)n1 | -4.2% | 8

Screening results deposited in PubChem BioAssay by several laboratories.

Some of the compounds tested (hit frequency here may not be typical).
